Assay outcomes: PubChem BioAssay, National Center for Advancing Translational Sciences (NCATS)
Menin MLL FP TR = menin-MLL binding inhibition, Texas Red mutant peptide | O00255 | Menin + Texas Red MLL mutant peptide, fluorescence polarization | Potency, µM (top dose mostly 61.6 µM), without a hit: top-dose FP activity change, negative = inhibition, hits mostly inhibitors | 270,000 tested, 0.23% active | AID 1768; active means well fitted inhibition curve with a large enough effect in the polarisation, with a control signal flat, not every such curve was filed as active; inconclusive means small, poorly fitted or top-dose-only effect, or effect the other way, or a change in a side signal; inactive means no such curve, though single readings can be large or run the other way; the % refers to the polarisation; further: potency means the concentration at half of the fitted maximal effect; % of control where 0% means no effect; many of its hits are not listed in these tables
A-T KAP1 phos = candidate therapy for ataxia-telangiectasia; […] A-T fibroblasts, KAP-1 phosphorylation AlphaLISA; neocarzinostatin DNA damage 30 min before lysis; Potency, µM (titrated, usually from 57.5 µM), without a hit: top-dose activation, most hits filed as activators; 320,000 tested, 0.19% active; further: potency means the concentration at half of the fitted maximal effect; % of control where 0% means no effect; nearly all actives have a fitted effect of over 45% in size
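ATM-like activity read as KAP-1 phosphorylation via AlphaLISA donor/acceptor antibody pairs after lysis and 6 hr at 25C. Cells were ATM-null patient fibroblasts ([…], hTERT), dosed 60 min, then exposed to the DSB inducer NCS for 30 min.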
a7 integrin act = activators of alpha7 integrin expression for muscular dystrophy; alpha7betagal myoblasts, beta-gal FDG fluorescence, 48 h; Potency, µM (top dose mostly 38.3 µM), inactives show top-dose activation, actives largely listed as activators; 350,000 tested, 0.064% active; AID 624291;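 further: potency means the concentration at half of the fitted maximal effect; 100% = response of the positive control SU9516; nearly all actives have a fitted effect of over 60% in size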
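alpha7betagal+/- myoblasts (passage 13, 250/well) treated 48 h at 37C with compounds at 1:260 dilution of DMSO stock. Lysed, then beta-galactosidase activity read as FDG fluorescence (ex 480/em 540) after 30 min, with pre-read for autofluorescence.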
CXXC DNA block = inhibitors of human MLL CXXC domain-DNA interaction | Q03164 | MLL-CXXC / FITC-HOXA9 DNA fluorescence polarization | Potency, µM (titrated, usually from 115 µM), inactives show at the top dose activity change, negative = inhibition, hits mostly inhibitors | 290,000 tested, 0.037% active; active means well fitted inhibition curve with a large enough effect in the polarisation, with a control signal flat, not every such curve was filed as active; inconclusive means small, poorly fitted or top-dose-only effect, or effect the other way, or a change in a side signal; inactive means no such curve, though single readings can be large or run the other way; the % refers to the polarisation; further: potency means the concentration at half of the fitted maximal effect
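Purified MLL-CXXC (added from a 7 uM solution) was preincubated 5 min at ambient with pinned compounds in 50 mM Tris-HCl pH 7.5, 50 mM NaCl, 1 mM DTT, 0.05% BSA. Fluorescein-labeled HOX-A9 DNA (50 nM solution) followed, 30 min, then polarization read.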
TSHR antag = blocks TSH signaling through the human TSH receptor | P16473 | AID 504810 | activity change, negative = inhibition, % at 11.5 µM | 330,000 tested, 0.2% active | TSHR-expressing cells, TSH-stimulated cAMP HTRF, 2 h; active compounds read low;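 active means activity change below a set negative limit, meaning inhibition stronger than a set level, cut at about -70% in these data; inconclusive means activity change between two set negative limits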; further: on the % scale 0 is the no-effect control and ±100 the full control effect
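Freshly harvested TSHR cells receive pin-tooled compound, then EC80 TSH at 4nM final. After 2 hours at 37 deg C, antibody in lysis buffer and cAMP-d2 are added; 30 minutes at ambient temperature precede the HTRF read.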
S-ASM inh = inhibitors of human secretory acid sphingomyelinase; P17405; placental ASM, HMU-PC fluorogenic substrate, 60 min; Potency, µM (titrated, usually from 57.5 µM), for the others: at the highest dose activity change, negative = inhibition, hits mostly inhibitors; 340,000 tested, 0.006% active; AID 504937; further: potency means the concentration at half of the fitted maximal effect
Target sequence (P17405 47-631 limits assumed): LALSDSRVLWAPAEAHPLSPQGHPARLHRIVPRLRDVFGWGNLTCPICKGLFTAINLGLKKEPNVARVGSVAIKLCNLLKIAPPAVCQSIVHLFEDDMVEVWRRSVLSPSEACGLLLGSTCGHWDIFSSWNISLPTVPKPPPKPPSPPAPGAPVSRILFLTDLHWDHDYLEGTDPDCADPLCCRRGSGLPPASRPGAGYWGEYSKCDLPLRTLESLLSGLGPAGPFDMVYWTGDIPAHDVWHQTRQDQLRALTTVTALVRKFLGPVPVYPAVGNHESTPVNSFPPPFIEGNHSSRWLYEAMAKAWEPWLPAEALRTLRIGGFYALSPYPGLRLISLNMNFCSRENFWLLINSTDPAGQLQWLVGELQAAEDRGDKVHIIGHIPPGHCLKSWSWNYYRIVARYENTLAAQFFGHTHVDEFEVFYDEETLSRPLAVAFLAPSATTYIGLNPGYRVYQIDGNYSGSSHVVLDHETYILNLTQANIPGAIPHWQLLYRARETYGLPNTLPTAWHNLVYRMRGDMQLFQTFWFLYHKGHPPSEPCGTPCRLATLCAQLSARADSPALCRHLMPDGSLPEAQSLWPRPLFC
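HMU-PC0 cleavage (9 uM final) by human placental ASM, 60 min at 37 °C following 10 min compound exposure at RT; stopped at pH 10, fluorescence Ex 386/Em 447 nm.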
TCR act = T cell receptor activation; AID 504894; primary human leukocytes, anti-CD3, IL-2 HTRF, 48 h; 330,000 tested, under 10 active; Potency, µM (highest dose often 9.22 µM), inactives show at the highest dose activation of IL-2 secretion, hits mostly activators; further: % of control where 0% means no effect
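Human primary leukocytes + a-CD3 beads + cpd, 48 hr; IL-2 in supernatant by HTRF (ex 320nm / em 665nm). No co-stimulatory signal supplied.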
Mito fusion act = inhibitors of mitochondrial division or activators of mitochondrial fusion; S. cerevisiae fusion-defective mutant growth rescue, CellTiterGlo 48 h; Potency, µM (doses to about 46.1 µM), for inactives: top-dose growth rescue (activation), actives largely listed as activators; 320,000 tested, 0.23% active;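 further: potency means the concentration at half of the fitted maximal effect; % of control where 0% means no effect; nearly all actives have a fitted effect of over 45% in size; temperature-sensitive fusion mutants such as fzo1-1 at 37 °C on non-fermentable ethanol glycerol medium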
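Compounds are tested for their ability to restore growth of mitochondrial fusion-defective yeast strains at non-permissive 37C in YPEG medium over 48 hours. Viability is quantified by luciferase luminescence.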
MBNL1 CUG block = inhibitors of human MBNL1 binding to CUG repeat RNA; 280,000 tested, 0.036% active; Potency, µM (series often up to 57.5 µM), inactives show top-dose activity change, negative = inhibition, hits mostly inhibitors; TR-FRET MBNL1-His/biotin-(CUG)12 binding, 665/545 ratio; Q9NR56; active means well fitted inhibition curve with a large enough effect in the signal ratio, with a control signal flat, not every such curve was filed as active; inconclusive means small, poorly fitted or top-dose-only effect, or effect the other way, or a change in a side signal; inactive means no such curve, though single readings can be large or run the other way; the % refers to the signal ratio; further: potency means the concentration at half of the fitted maximal effect; on the % scale 0 is the no-effect control and ±100 the full control effect
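MBNL1-His + Biotin-(CUG)12, cpd titration 92 nM–58 uM; Tb anti-His Ab 0.055 ng/ul, SA-XL665 5 nM (final); 60 min RT; ratiometric 665/545 nm, Ex 340 nm; normalized to buffer and full-complex controls.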
TSG101-PTAP inh = blocks PTAP/TSG101 interaction to inhibit HIV-1 budding; Q99816; Fluorescence polarization, FITC-PTAP peptide / Tsg101 binding; Potency, µM (highest dose often 115 µM), for inactives: at the highest dose activity change, negative = inhibition, hits mostly inhibitors; 340,000 tested, under 10 active; AID 493005; active means well fitted inhibition curve with a large enough effect in the main read-out, with a control signal flat, not every such curve was filed as active; inconclusive means small, poorly fitted or top-dose-only effect, or effect the other way, or a change in a side signal; inactive means no such curve, though single readings can be large or run the other way; further: potency means the concentration at half of the fitted maximal effect; % of control where 0% means no effect
Target sequence (Q99816 whole entry, looked up): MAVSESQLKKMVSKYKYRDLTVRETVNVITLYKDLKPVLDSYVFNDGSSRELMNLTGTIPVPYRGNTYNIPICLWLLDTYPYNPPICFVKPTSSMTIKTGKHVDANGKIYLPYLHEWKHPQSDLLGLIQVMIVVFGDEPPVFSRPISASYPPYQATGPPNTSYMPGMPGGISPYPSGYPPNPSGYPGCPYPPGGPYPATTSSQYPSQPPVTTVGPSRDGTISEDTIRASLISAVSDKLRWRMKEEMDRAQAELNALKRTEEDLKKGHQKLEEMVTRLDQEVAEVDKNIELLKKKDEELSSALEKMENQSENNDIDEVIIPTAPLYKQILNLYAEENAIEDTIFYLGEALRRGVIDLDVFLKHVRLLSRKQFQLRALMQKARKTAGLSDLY
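Compounds were pin-transferred onto Tsg101 binding domain (10 uM final) in HEPES pH 7.5 buffer, then FITC-PTAP peptide was added at 50 nM final. After 20 min at RT, polarization reported peptide displacement across a qHTS concentration series.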
An asterisk follows results filed as active; ? = inconclusive; . = no result given; [ ] = another dose, or the depositor's remark. Unless noted, the call rests on the fitted dose curve; in most records, active means well fitted curve in the direction sought with a large enough effect; inconclusive means small, poorly fitted or top-dose-only effect, or another doubt; inactive means no such curve, though single readings can be large; an effect the other way counts as inactive or inconclusive. An excerpt. The share of hits here may be higher or lower than overall.

molecule | Menin MLL FP TR | A-T KAP1 phos | a7 integrin act | CXXC DNA block | TSHR antag | S-ASM inh | TCR act | Mito fusion act | MBNL1 CUG block | TSG101-PTAP inh
CCOC(=O)NC(=O)C(=CNc1ccccc1OC)C(=O)NC(=O)OCC | 2.2% | 8.4% | 17.5% | 3.3% | 6.2 | 3.3% | 1.0%[46.1 µM] | -0.2% | 6.7% | 2.8%
CC1CN(C(=O)c2cccs2)CC(C)O1 (configuration not stated) | -19.9% | -1.4% | 0.2% | -1.5% | -3.9 | -1.5% | -5.8% | -3.8% | -6.5% | -3.0%
Cc1nc(C(F)(F)F)ccc1C(=O)NN1CCOCC1 | -4.7% | 13.2% | ? | 6.3% | 9.6 | 4.2% | 4.3% | 6.9% | 3.9% | 0.7%
CC(C)CN(C(=O)COC(=O)c1ccc2ccccc2n1)C1CCS(=O)(=O)C1 (configuration not stated) | -8.9% | 2.4% | 3.6% | 3.7% | -12.0 | 2.0% | 3.6% | -5.9% | ? | -2.6%
CCOc1ccccc1C(=O)NC1CC2CCCC(C1)N2Cc1ccccc1 (configuration not stated) | 0.9% | . | -17.8% | -0.5% | 2.1 | 3.5% | 2.2%[46.1 µM] | 0.5% | 4.5% | -6.1%
O=C1c2ccsc2SCCN1Cc1ccccc1Cl | -21.3% | . | -37.5% | -1.0% | . | 1.0% | -15.3% | 6.4% | 4.5% | -4.6%
Cc1cc(Cl)ccc1NC(=S)N1CCN(C(=O)c2ccco2)CC1 | . | 1.4% | 18.8% | -8.1% | 13.9 | . | 1.0% | -2.6% | 3.4% | 2.3%
O=c1cc(N2CCc3ccccc3C2)[nH]c(=O)n1C1CCCCC1 | -5.7% | 1.1% | 6.8% | 11.9% | 1.3 | -0.9% | 3.2% | 2.8% | 2.1% | -0.9%
CC(=O)Nc1ccc(S(=O)(=O)NCCC(=O)OCC(=O)NCc2ccccc2)cc1 | . | 6.5% | 16.0% | . | -4.3 | -3.0% | -2.6% | . | . | 1.6%
CCCCn1nc(C(=O)Nc2c(C)n(C)n(-c3ccccc3)c2=O)c2ccccc2c1=O | . | -14.3% | 19.2% | . | 1.0 | -3.4% | -5.8% | -4.8% | . | -1.2%
O=C(Cc1ccc(Br)cc1)Nc1ccc(S(=O)(=O)NCC2CCCO2)cc1 (configuration not stated) | ? | -6.5% | -35.7% | 10.3% | 1.3 | -2.7% | -1.8% | 0.2% | -6.5% | 0.1%
Cc1noc(/C=C/N(C)C)c1S(=O)(=O)NC1CCCCC1 | 1.4% | 19.6% | 29.6% | -1.8% | 24.2 | 4.4% | 1.2% | 2.1% | -4.4% | -0.9%
Cc1cc(C)c(NC(=O)COC(=O)CCc2ccc(S(=O)(=O)N3CCCCC3)cc2)c(C)c1 | -4.7% | 1.2% | 16.9% | 4.2% | 10.6 | 0.2% | 6.2%[46.1 µM] | -2.9% | 5.2% | 3.2%
COc1ccc(-c2noc(CCC(=O)Nc3ccc(C)c(C)c3)n2)cc1 | 20.5% | -0.6% | -9.1% | 15.9% | -8.3 | -19.8% | -2.0% | 0.7% | ? | -1.1%
COC(=O)CCCNC(=O)c1ccc2nc(Cc3ccc(OC)cc3)oc2c1 | -7.9% | -3.8% | 21.8% | -9.9% | -4.9 | -1.2% | 1.0% | 4.0% | 4.3% | 0.2%
O=C(Oc1ccccc1Cl)c1ccc(-n2cncn2)nc1 | ? | 3.5% | 8.4% | -0.4% | 1.0 | -1.1% | -3.7% | -5.7% | 8.3% | -5.2%
Cc1cc(NC(=O)c2cc([N+](=O)[O-])ccc2Cl)no1 | . | -5.4% | -35.8% | 12.6% | -4.1 | 5.7% | -0.9% | -7.9% | ? | -1.6%
Cc1ccc(-c2noc(C3CCCN(S(=O)(=O)c4ccc5ccccc5c4)C3)n2)o1 (configuration not stated) | -16.3% | . | 7.3% | -7.4% | -15.3 | -7.8% | 4.8% | 11.2% | 4.6% | 0.5%
Cn1cc(CCNC(=O)CC2C(=O)NCCN2Cc2cccc(Oc3ccccc3)c2)cn1 (configuration not stated) | -4.2% | 1.3%[11.5 µM] | -1.8% | 5.6% | 2.8 | -4.0% | -15.6% | -0.3% | 14.0% | -1.7%
COc1ccc(N2CC(C(=O)Nc3c4c(nn3-c3ccccc3)CS(=O)(=O)C4)CC2=O)cc1 (configuration not stated) | . | -5.3% | -5.6% | 16.0% | 19.9 | -0.6% | 3.8% | -2.1% | -4.8% | 0.8%
Cc1cccc2c1cnn2C(=O)CCC(=O)N1CC(C)CC(C)C1 (configuration not stated) | -20.8% | -0.9% | 4.3% | . | 3.3 | -3.9% | 1.1% | 6.2% | -16.6% | -0.5%
CCOC(=O)C1CCCN(Cc2nc(Cc3cccc(F)c3)no2)C1 (configuration not stated) | -3.4% | 4.3% | -8.7% | 9.7% | 11.5 | 3.6% | -2.8% | -10.4%[9.22 µM] | -14.3% | -3.3%
COCCn1c(N)c(N(Cc2ccccc2)C(=O)Cc2ccccc2F)c(=O)[nH]c1=O | 1.3% | -1.4% | 0.0% | 4.6% | 1.1 | 0.9% | -0.8% | -3.9% | -5.3% | -2.4%
CCOC(=O)Cc1csc(NC(=O)Cn2c(=O)oc3ccccc32)n1 | . | 4.6% | 3.9% | 2.7% | 2.4 | -1.5% | -5.7% | -2.2% | -3.6% | -5.3%
CN(CC(=O)NCCc1ccc(S(N)(=O)=O)cc1)Cc1ccc(Cl)cc1Cl | -12.0% | 5.2% | ? | 6.6% | -8.3 | 2.8% | -4.2% | -2.6% | 3.5% | -4.4%
O=C(CCc1ccccc1)NC(=S)Nc1cccc(Br)c1 | ? | 5.9% | -2.6% | 1.9% | -2.1 | -3.8% | 3.1%[46.1 µM] | -5.3% | -4.9% | 1.1%
COc1ccc(Br)cc1CNC(C)c1ccccc1 (configuration not stated) | -5.5% | -13.3% | 17.4% | 3.6% | -4.2 | 2.6% | 0.5%[46.1 µM] | -2.3% | -11.3% | -3.3%
OCCOCCOc1ccccc1OCCOCCO | -4.9% | 4.5% | 16.9% | -5.8% | -2.4 | 4.7% | 3.3% | 9.6% | -7.1% | 2.6%
COc1ccc(/C=N/N2CCN(C3c4ccccc4-c4ccccc43)CC2)cc1O | 16.2% | -7.5% | 23.3% | 7.5% | -7.2 | -5.8% | 2.4%[46.1 µM] | -0.8% | 6.2% | -0.6%
CCCc1cc(=O)oc2c3c(c4c(c12)OC(C)(C)C=C4)OC(C)C(C)C3O (configuration not stated) | . | -9.2% | -47.9%[inhibitor] | 8.1% | -6.8 | ? | 3.7% | -0.2% | 8.7% | -8.4%
Clc1ccc(CSc2ncnc3nc[nH]c23)cc1 | 17.1% | 10.0% | 1.9% | 1.5% | -8.1 | 2.1% | 8.0%[46.1 µM] | ? | -3.2% | -0.6%
Cc1sc2nc(C3CCCCC3)nc(SCC(=O)N3CC(=O)Nc4ccccc43)c2c1C | . | -1.1% | -8.7% | 25.8% | 21.2 | -18.0% | -0.1% | 3.2% | 7.6% | -1.2%
CCOCCSc1n[nH]c(=O)n1CCc1ccccc1 | ? | 11.8% | 0.3% | 6.3% | 8.3 | 2.9% | -14.7% | 18.2% | -27.5% | -4.5%
CC1CCN(C(=O)CSc2nc(N)c(NC(=O)c3ccccc3)c(=O)[nH]2)CC1 | -0.3% | -17.2% | -28.5% | 2.1% | 2.3 | 4.2% | 1.5% | 3.1% | 4.4% | -2.8%
COc1ccc(NC(=O)C2C(c3ccccc3)C2(Cl)Cl)cc1 (configuration not stated) | . | 0.6% | 0.0% | -4.4% | -22.6 | -2.1% | 6.2% | 7.9% | . | -3.7%
Cc1cc(NCCN2CCOCC2)c2ccc3ccccc3c2n1 | -1.9% | -7.7% | -46.1%[inhibitor] | ? | -0.1 | 2.8% | 0.8% | 7.1% | -15.3% | -9.1%
